# High-throughput results: PubChem BioAssay, several laboratories
# LYP phosphatase = inhibitors of LYP phosphatase, biochemical, fluorescence intensity, uHTS (AID 1779); recombinant LYP phosphatase, fluorescence intensity; higher % means a stronger effect; inhibition, % at 11.5 µM; hits with a dose series show IC50 in µM; hit rate 0.054% among 290,000;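 note: plate controls were vehicle with enzyme for no effect and no enzyme for full effect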
# Siah-1 displacement = Siah-1 peptide-binding antagonists, primary screen, biochemical, fluorescence polarization, rhodamine-plectin, uHTS (AID 1817); E3 ubiquitin-protein ligase SIAH1 (Homo sapiens); Siah-1 / rhodamine-plectin peptide fluorescence polarization; higher % means a stronger effect; displacement, % at 20 µM, or IC50 in µM where a hit was titrated; hit rate 0.02% among 290,000;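 active = displacement of at least 50% at 20 µM, with a fluorescence ratio check between 0.3 and a set limit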;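 note: plate controls were Siah plus tracer with DMSO for no effect and tracer alone without Siah for full effect; strong numbers were not always called active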
# XIAP displacement = XIAP antagonists, biochemical, IAP family, fluorescence polarization (AID 1018); E3 ubiquitin-protein ligase XIAP (Homo sapiens); XIAP BIR domain, fluorescence polarization peptide displacement; higher % means a stronger effect; displacement, % at 20 µM, or IC50 in µM where a hit was titrated; hit rate 0.007% among 200,000; in the data active = displacement above about 50%; note: a part of the inactive calls stands beside numbers as strong as those of hits
# AID2073 = inhibitors of Mint1-CaV2.2 protein interaction, biochemical, HTRF (AID 2073); HTRF protein-protein interaction, Mint1-CaV2.2; higher % means a stronger effect; inhibition, % at 20 µM, or IC50 in µM where a hit was titrated; hit rate 0.19% among 290,000; Voltage-dependent N-type calcium channel subunit alpha-1B (Homo sapiens); in the data active = inhibition mostly above about 51%, no sharp cut-off; inconclusive = no clear call, values can overlap the other calls; inactive = mostly below about 53%; note: some results filed as inactive read as strong as hits
# HIV fusion peptide = inhibitors of HIV fusion peptide binding, primary screen, biochemical, uHTS, fluorescence dequenching (AID 1986). cell-free peptide binding, fluorescence dequenching, 30 min; higher % means a stronger effect. inhibition, % at 20 µM, or IC50 in µM where a hit was titrated. hit rate 0.3% among 290,000; in the data active = inhibition mostly above about 52%, no sharp cut-off; inactive = mostly below about 76%; note: some results filed as inactive read as strong as hits
# NS5 inhibitors = Dengue-2 NS5 methyltransferase inhibitors, primary screen, biochemical, confirmation dose response (AID 588689). Genome polyprotein (Dengue virus type 2 (strain 16681-PDK53)). Dengue-2 NS5 methyltransferase capping enzyme assay, biochemical; higher % means a stronger effect. inhibition, % at 25 µM; hits with a dose series show IC50 in µM. hit rate 0.3% among 340,000; in the data active = a potency from the dose series; inconclusive = inhibition above about 29% without an active follow-up result
# Myeloid diff 2 = induction of myeloid progenitor differentiation, primary screen, cell-based, flow cytometry, MLPCN library. ER-HoxA9 myeloid progenitors, lysozyme-GFP differentiation. calls only at 10 µM. hit rate 1% among 360,000. AID 624256, 2012;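 active = normalized GFP-positive differentiation at or above the plate's own cutoff, the solvent-only control mean plus 3 SD; inconclusive = no clear call, values can overlap the other calls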;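 note: cells exposed to compound for four days before flow analysis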
# Hep lipid drop = inhibitors of hepatocyte lipid droplet formation, primary screen, imaging, high-throughput imaging, BODIPY stain | AML12 mouse hepatocytes, oleate lipid droplets | inhibition, % at 6.5 µM | hit rate 0.4% among 240,000 | AID 1656, 2009;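 active = lipid droplet intensity inhibited by at least 50%, with more than 500 cells counted; inconclusive = wells with under 300 cells, treated as cytotoxic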
#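 Assay system: AML12 mouse liver cells | Compound dosing: One dose, 6.5 µM compound | Read-out basis: Droplet intensity reduction, % inhibition | Measured by: Fluorescence imaging, 20x objective, two fields per well | Schedule: Overnight treatment with compound plus oleate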
# HEK293 NOD2/NF-kB = NOD2 signaling inhibitors, cell-based, luminescence, uHTS, HEK293 (AID 1566) | hit rate 0.63% among 290,000 | one-dose inhibition, % at 4 µM; EC50 in µM for titrated hits | HEK293 NOD2/NF-kB luciferase reporter, luminescence; higher % means a stronger effect; note: many of its hits are not listed in these tables
# Hep lipid drop cells 6.5 µM = recorded beside Hep lipid drop, whose call it bears; cell count; measured here: cell count, cytotoxicity flag;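 cells counted across two imaged fields per well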
# NS5 inhibitors pilot replicate = also measured in NS5 inhibitors; calls as there; inhibition, %; measured here: pilot screen replicate inhibition
# Myeloid diff 2 GFP+ MAC1+ % = also measured in Myeloid diff 2; calls as there; GFP+ MAC1+ double positive, %; measured here: differentiation confirmed by MAC1 staining
# Active calls of the source: *; i = inactive; u = inconclusive; x = no result given. Cut-off read from the data, not from the text of the source, unless noted: active = inhibition above about 50%; inactive = the rest.
SMILES,LYP phosphatase,Siah-1 displacement,XIAP displacement,AID2073,HIV fusion peptide,NS5 inhibitors,Myeloid diff 2,Myeloid diff 2 GFP+ MAC1+ %,Hep lipid drop,Hep lipid drop cells 6.5 µM,HEK293 NOD2/NF-kB,others
CCS(=O)(=O)Nc1ccc(-c2nc3cccnc3s2)cc1,-18%,5%,-2.2%,28%,1.4%,-3%,i,1.9,13,733,-61%,
O=C(NCc1cn2ccsc2n1)c1cccc(C(F)(F)F)c1,-1%,0%,0.7%,-4%,0.7%,4%,i,1.1,10,752,10%,
O=C(COC(=O)[C@@H]1CC(O)CN1S(=O)(=O)c1ccccc1[N+](=O)[O-])Nc1ccc2ccccc2c1 (some centres not stated),-6%,1%,-4.0%,2%,1.1%,-11%,i,0.8,-5,615,-4%,
Cc1sc2nc(-c3ccccc3)oc(=O)c2c1C,0%,-4%,-9.2%,44%,1.1%,4%,i,0.0,1,736,-25%,
CCCOC(=O)c1ccc(NC(=O)c2cc(OC)c(OC)c(OC)c2Br)cc1,8%,0%,-9.1%,-3%,-1.3%,-4%,i,2.1,11,698,0%,
CC(=O)N1c2ccc(S(=O)(=O)NCCC(=O)Nc3ccc(F)cc3)cc2CC1C (configuration not stated),-14%,4%,x,6%,2.7%,-11%,i,3.7,-10,769,19%,
Fc1cccc(-n2c(-c3ccco3)nc3nc4ccccc4nc32)c1,-20%,-2%,-3.4%,18%,0.9%,-7%,i,0.4,x,x,22%,
CCNS(=O)(=O)c1ccc(CCC(=O)N2CCCC2)cc1,-7%,-2%,x,4%,-1.4%,0%,i,0.7,11,857,2%,
COc1ccc(CNCc2cccn2C)cc1,-8%,8%,x,-3%,-0.1%,-6%,i,0.3,2,764,-6%,NS5 inhibitors pilot replicate=0.0
Cc1ccc2oc(=O)n(Cc3ccc(F)cc3)c2c1,-10%,3%,x,16%,-1.7%,-8%,i,0.5,x,x,-12%,
O=C(Nc1ccc(Cl)cc1)Nc1nnc(CSCc2ccc(Cl)cc2)s1,0%,2%,1.4%,5%,3.4%,-7%,i,0.1,-12,524,15%,
CCOc1ccc(C(=O)N2CCCC(c3nc(-c4ccc(C)o4)no3)C2)cc1 (configuration not stated),-3%,16%,x,-5%,-1.0%,-1%,i,1.4,0,797,2%,
CSc1nc2[nH]c3c(c2c2nncn12)CC(C)(C)OC3,-2%,-1%,-1.5%,0%,-1.2%,-11%,i,2.6,-1,741,-3%,
CCOCCOC(=O)c1[nH]c2c(c1C)C(=O)CC(c1cccs1)C2 (configuration not stated),-8%,3%,-8.0%,2%,1.0%,-14%,u,x,u,x,-26%,
COc1nnc(-c2ccc(N3CCOCC3)c(NC(C)=O)c2)c2ccccc12,-5%,2%,-7.2%,-1%,0.8%,1%,i,1.9,8,754,5%,
Cc1cc2c(c(=O)n1Cc1ccc3c(c1)OCO3)C(c1cccnc1)C(C#N)=C(N)O2 (configuration not stated),-4%,-3%,-3.2%,10%,-3.3%,3%,i,1.2,x,x,8%,
CC#CC[N+](C)(C)CCCCCCCC,-8%,1%,x,-3%,0.2%,-4%,i,0.0,11,747,4%,
Cc1ccc2cc([N+](=O)[O-])ccc2n1,-4%,-1%,x,-2%,-0.7%,x,i,0.3,-4,715,-28%,
O=C(CNC(=O)c1cccnc1)N=Nc1c(O)[nH]c2c(Br)cc(Br)cc12,-6%,7%,x,10%,-1.6%,5%,i,3.2,5,678,21%,
CCOC(=O)C(=O)c1c(C)cc2ccccn12,1%,0%,-6.4%,-4%,-0.7%,-6%,i,0.2,-21,653,-1%,
COc1ccc(C2C(=O)c3ccccc3C2=O)c(OC)c1,-7%,-3%,-14%,14%,0.9%,-5%,i,0.6,x,x,-23%,
Cc1cc(C)nc(N2CCC(C(=O)Nc3nnc(C)s3)CC2)n1,-3%,2%,-4.9%,13%,-1.0%,3%,i,0.6,x,x,-1%,
COC(=O)c1ccc(CSc2nc3scc(-c4cccs4)c3c(=O)[nH]2)o1,9%,2%,-1.6%,13%,0.5%,11%,i,0.8,x,x,2%,NS5 inhibitors pilot replicate=-2.0
CCc1ccc(N2CC(C)Cn3c2nc2c3c(=O)n(CCN3CCOCC3)c(=O)n2C)cc1 (configuration not stated),-6%,0%,-3.9%,-9%,-3.6%,-1%,i,0.3,x,x,15%,
CCc1nonc1NC(=O)c1oc2c(C)c(C)ccc2c1C,-6%,-4%,x,5%,-0.1%,-12%,i,2.5,0,716,2%,

# Filtered by structure, the compounds so far containing four or more nitrogen atoms.
SMILES,LYP phosphatase,Siah-1 displacement,XIAP displacement,AID2073,HIV fusion peptide,NS5 inhibitors,Myeloid diff 2,Myeloid diff 2 GFP+ MAC1+ %,Hep lipid drop,Hep lipid drop cells 6.5 µM,HEK293 NOD2/NF-kB,others
Fc1cccc(-n2c(-c3ccco3)nc3nc4ccccc4nc32)c1,-20%,-2%,-3.4%,18%,0.9%,-7%,i,0.4,x,x,22%,
O=C(Nc1ccc(Cl)cc1)Nc1nnc(CSCc2ccc(Cl)cc2)s1,0%,2%,1.4%,5%,3.4%,-7%,i,0.1,-12,524,15%,
CSc1nc2[nH]c3c(c2c2nncn12)CC(C)(C)OC3,-2%,-1%,-1.5%,0%,-1.2%,-11%,i,2.6,-1,741,-3%,
COc1nnc(-c2ccc(N3CCOCC3)c(NC(C)=O)c2)c2ccccc12,-5%,2%,-7.2%,-1%,0.8%,1%,i,1.9,8,754,5%,
Cc1cc2c(c(=O)n1Cc1ccc3c(c1)OCO3)C(c1cccnc1)C(C#N)=C(N)O2 (configuration not stated),-4%,-3%,-3.2%,10%,-3.3%,3%,i,1.2,x,x,8%,
O=C(CNC(=O)c1cccnc1)N=Nc1c(O)[nH]c2c(Br)cc(Br)cc12,-6%,7%,x,10%,-1.6%,5%,i,3.2,5,678,21%,
Cc1cc(C)nc(N2CCC(C(=O)Nc3nnc(C)s3)CC2)n1,-3%,2%,-4.9%,13%,-1.0%,3%,i,0.6,x,x,-1%,
CCc1ccc(N2CC(C)Cn3c2nc2c3c(=O)n(CCN3CCOCC3)c(=O)n2C)cc1 (configuration not stated),-6%,0%,-3.9%,-9%,-3.6%,-1%,i,0.3,x,x,15%,

# Next entries.
SMILES,LYP phosphatase,Siah-1 displacement,XIAP displacement,AID2073,HIV fusion peptide,NS5 inhibitors,Myeloid diff 2,Myeloid diff 2 GFP+ MAC1+ %,Hep lipid drop,Hep lipid drop cells 6.5 µM,HEK293 NOD2/NF-kB,others
CCN(CC)S(=O)(=O)c1ccc(C(=O)Nc2nnc(C(C)C)s2)cc1,0%,8%,-3.1%,14%,1.1%,-1%,i,2.1,-4,589,-21%,
Clc1ccc(-c2nnc(NC3=NCCCCC3)o2)cc1,0%,0%,1.3%,5%,-0.6%,-6%,i,0.0,x,x,18%,
COc1ccc([N+](=O)[O-])cc1NC(=O)COC(=O)c1ccccc1C(=O)c1ccccc1,-3%,4%,0.7%,9%,-2.5%,-6%,i,1.5,-5,702,13%,
Cc1sc2ncnc(N3CCN(Cc4ccccc4)CC3)c2c1-c1ccccc1,-13%,-9%,x,5%,0.5%,-3%,i,2.2,-26,677,-10%,
Cc1ccc(C(=O)CSc2nnnn2-c2ccccc2)o1,-3%,-5%,-5.1%,-12%,-1.2%,-13%,i,0.8,-2,693,2%,
O=C(C1CCCC1)N(c1ccccc1)C1C=CS(=O)(=O)C1 (configuration not stated),-4%,-1%,2.2%,-9%,1.5%,1%,i,8.4,0,743,1%,
Cc1ccc(S(=O)(=O)NNc2ccccc2)c(C)c1,-9%,-3%,-3.2%,-45%,3.6%,12%,i,1.0,29,667,-2%,
CCCN1CCN(C(=O)c2nn(-c3ccc(OC)cc3)c(=O)c3c2c2ccccc2n3C)CC1,0%,3%,-0.1%,-2%,0.6%,4%,i,0.6,-14,739,-5%,
c1ccc(-c2csc(Cc3nnc4n3CCCCC4)n2)cc1,-9%,-2%,-0.2%,-6%,0.9%,-16%,i,6.1,x,x,4%,
COc1cc(OC)c(/C=N/NC(=O)c2ccc(Cn3nc([N+](=O)[O-])cc3C)cc2)c(OC)c1,1%,1%,x,-14%,-0.9%,x,x,x,1,637,16%,
O=S(=O)(N/N=C/c1ccc2c(c1)OCCO2)c1ccc(Cl)cc1,-1%,0%,-3.9%,0%,2.1%,-3%,i,4.7,x,x,-5%,
CCOC(=O)c1c(NC(=O)COC(=O)CNC(=O)c2ccco2)sc(C(C)=O)c1C,2%,2%,-3.2%,22%,4.3%,3%,i,0.4,4,690,5%,
O=S(=O)(c1cc(Cl)ccc1Cl)N1CCC2(CC1)OCCO2,-10%,-2%,x,11%,-0.5%,-2%,i,1.5,-8,706,14%,
CN(C1CCCCC1)S(=O)(=O)c1ccc(S(=O)(=O)N(CC(=O)Nc2ccccc2)C2CC2)cc1,0%,-2%,x,16%,1.3%,-5%,i,1.1,-1,669,0%,
CCCCn1c(N)c(N(CC(C)C)C(=O)C2CC(=O)N(CCc3ccccc3)C2)c(=O)[nH]c1=O (configuration not stated),-7%,10%,x,8%,0.6%,-2%,i,0.7,1,859,9%,
Cc1ccc(-c2c(CC(=O)O)c(C)nc3sc4c(c23)CCCC4)cc1,-2%,7%,x,7%,3.3%,9%,i,0.2,3,855,25%,
CC1CCC2C(C1)OS(=O)(=O)NC2(C)C (configuration not stated),-10%,-1%,x,-2%,-0.2%,x,x,x,0,752,8%,
Cc1nn(CCC(=O)NNC(=S)Nc2ccc(F)cc2)c(C)c1[N+](=O)[O-],-1%,-1%,-7.1%,-19%,0.2%,-3%,i,1.7,7,733,1%,NS5 inhibitors pilot replicate=1.2
Nc1nc(COc2ccccc2C=O)nc(Nc2ccccc2)n1,-7%,12%,x,-3%,0.6%,2%,i,0.5,-5,754,1%,
CC(C)(C)OC(=O)NCCc1n[nH]c(=S)o1,-4%,-1%,x,-32%,-1.2%,x,i,0.1,-19,608,-10%,
C/C(=N\NC(=O)c1c([N+](=O)[O-])c(C)nn1C)c1ccc(NC(=O)c2ccc(C)o2)cc1,0%,11%,x,-4%,1.6%,-1%,u,x,20,738,-4%,

# Filtered by structure, the entries above with bromine.
SMILES,LYP phosphatase,Siah-1 displacement,XIAP displacement,AID2073,HIV fusion peptide,NS5 inhibitors,Myeloid diff 2,Myeloid diff 2 GFP+ MAC1+ %,Hep lipid drop,Hep lipid drop cells 6.5 µM,HEK293 NOD2/NF-kB,others
CCCOC(=O)c1ccc(NC(=O)c2cc(OC)c(OC)c(OC)c2Br)cc1,8%,0%,-9.1%,-3%,-1.3%,-4%,i,2.1,11,698,0%,
O=C(CNC(=O)c1cccnc1)N=Nc1c(O)[nH]c2c(Br)cc(Br)cc12,-6%,7%,x,10%,-1.6%,5%,i,3.2,5,678,21%,

# The list is partial. The share of hits here may be higher or lower than overall.
